TDP2 inh: TDP2 (human) inhibition, absorbance primary screen. 370,000 compounds, 0.34% hits. recombinant TDP2, T5PNP hydrolysis, p-nitrophenol absorbance 415 nm. O95551. inhibition, % at 12.8 µM;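 active = inhibition above the mean of all tested compounds plus 3 SD, set per campaign, cut at about 25% in these data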;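 also: 0% = DMSO with enzyme and 100% = buffer with substrate but no TDP2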
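Evaluation: % inhibition relative to enzyme-containing and enzyme-free wells. Material: recombinant human TDP2. Benchmarks: enzyme-free and DMSO wells. Timing: enzyme reaction with compound for 2 h at 37 °C. Compound dosing: 12.8 µM only. Measured by: p-Nitrophenol epi absorbance. Reagent: T5PNP substrate at 5 mM, a TopII-DNA adduct mimic. Replication: single well per compound.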
PLCg1 inh: blocks human PLC-gamma1 enzyme activity. P19174. inhibition, % at 12.2 µM. purified PLC-gamma1, fluorogenic substrate, fluorescence. AID 720700. 370,000 compounds, 0.84% hits; in the data active = inhibition above about 9.5%
ARFGAP1 inh: inhibits rat ARF GTPase activating protein 1 | inhibition, % at 16.5 µM | AID 651572 | 360,000 compounds, 0.26% hits | Arfgap1-stimulated ARF1 GTP hydrolysis, GDP FP detection | Q62848;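 active = inhibition above a per-plate limit, mean inhibition of low control wells plus 3 SD, cut at about 25% in these data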;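 also: 0% = DMSO wells with enzyme and 100% = wells lacking Arfgap1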
Target sequence (Q62848 1-136 limits assumed): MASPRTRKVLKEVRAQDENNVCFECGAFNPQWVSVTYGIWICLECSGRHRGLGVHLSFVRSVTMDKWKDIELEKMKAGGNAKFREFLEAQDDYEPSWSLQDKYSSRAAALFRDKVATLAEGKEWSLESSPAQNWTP
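Material – truncated rat Arfgap1 GAP domain · Buffer or medium – HEPES-based buffer, pH 7.5 · Reagent – human ARF1(Δ1-17)-GTP substrate · Dosing – 16.5 µM single point, 1.26% DMSO · Schedule – GTP hydrolysis reaction 2 h at 25 °C · Technique – GDP detection by fluorescence polarization · Benchmarks – No-Arfgap1 wells (100%) versus DMSO full-reaction wells (0%) · Repeats – single replicate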
ADAM17 inh: inhibits human ADAM17; 370,000 compounds, 0.83% hits; recombinant ADAM17, EDANS/DABCYL FRET peptide cleavage; inhibition, % at 6.95 µM;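 active = inhibition above the mean of compounds lying between control limits plus 3 SD, set per campaign, cut at about 8.5% in these data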;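 also: 0% = DMSO-only wells as the low control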
ASAP1 GAP inh: ASAP1 ArfGAP inhibition; 360,000 compounds, 0.19% hits; ASAP1-stimulated ARF1 GTP hydrolysis, GDP FP detection; inhibition, % at 16.5 µM; Q9ULH1; in the data active = inhibition above about 25%;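 also: 0% = vehicle with enzyme and substrate and 100% = no enzyme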
Target sequence (Q9ULH1 325-724 limits assumed): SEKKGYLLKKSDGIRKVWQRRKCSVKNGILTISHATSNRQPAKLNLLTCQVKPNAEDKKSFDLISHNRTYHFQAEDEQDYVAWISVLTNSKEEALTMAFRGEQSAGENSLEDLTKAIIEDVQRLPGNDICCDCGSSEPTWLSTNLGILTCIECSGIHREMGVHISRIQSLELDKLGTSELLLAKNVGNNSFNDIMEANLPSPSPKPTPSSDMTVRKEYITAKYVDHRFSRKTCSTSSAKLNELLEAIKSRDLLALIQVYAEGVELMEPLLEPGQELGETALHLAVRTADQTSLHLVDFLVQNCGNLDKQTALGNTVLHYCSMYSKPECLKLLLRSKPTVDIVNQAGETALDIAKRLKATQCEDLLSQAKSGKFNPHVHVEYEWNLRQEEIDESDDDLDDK
DDE Tn7 FP inh: DD(E)-Tn7 binding inhibition, primary FP screen; FP displacement of FITC-Tn7 peptide from fibrin DD(E); 0% = median of compound wells per plate; inhibition, % at 8.3 µM; 370,000 compounds, 0.13% hits;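 active = inhibition above the mean of compounds falling within the control limits plus 3 SD of them, cut at about 14% in these data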;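 also: 0% = plate median of compound wells and 100% = 10 µM Aha-Tn7 peptide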
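Assay system: Fibrin-DD(E) protein isolated from polymerized human fibrin clots; read-out basis: percent inhibition; medium: Tris/NaCl/CaCl2 buffer, pH 7.8; signal: FP measurement; incubation: 10 min plus 3 h, room temperature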
DDE Tn6 FP inh: inhibitors of Tn6 peptide binding to human fibrin DD(E) | P02675 | Fibrin DD(E) TRITC-Tn6 fluorescence polarization displacement | inhibition, % at 8.3 µM | 370,000 compounds, 0.21% hits;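 active = inhibition above a per-campaign cutoff: mean of compounds within control limits plus 3 SD, cut at about 15% in these data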;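 also: 0% = median of all compound wells on the plate and 100% = blocking peptide control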
ADAM10 inh: inhibits human ADAM10 | AID 720582 | O14672 | recombinant ADAM10, EDANS/DABCYL FRET peptide cleavage, 3 h | inhibition, % at 7 µM | 370,000 compounds, 0.62% hits;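 active = inhibition above a per-campaign cutoff equal to the mean of compounds falling between control-based bounds plus 3 SD, cut at about 20% in these data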;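 also: 0% = DMSO wells while the 100% control is not disclosed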
SIAE primary: blocks human sialic acid acetylesterase; AID 1053197; SIAE FP-Rh probe binding, fluorescence polarization; Q9HAT2; 370,000 compounds, 0.69% hits; inhibition, % at 9.66 µM;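 active = inhibition above a cutoff: mean of compounds within the control limits plus 3 SD of those, cut at about 17% in these data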;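 also: 0% = plate median of compound wells and 100% = probe without SIAE protein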
Target sequence (Q9HAT2 whole entry, looked up): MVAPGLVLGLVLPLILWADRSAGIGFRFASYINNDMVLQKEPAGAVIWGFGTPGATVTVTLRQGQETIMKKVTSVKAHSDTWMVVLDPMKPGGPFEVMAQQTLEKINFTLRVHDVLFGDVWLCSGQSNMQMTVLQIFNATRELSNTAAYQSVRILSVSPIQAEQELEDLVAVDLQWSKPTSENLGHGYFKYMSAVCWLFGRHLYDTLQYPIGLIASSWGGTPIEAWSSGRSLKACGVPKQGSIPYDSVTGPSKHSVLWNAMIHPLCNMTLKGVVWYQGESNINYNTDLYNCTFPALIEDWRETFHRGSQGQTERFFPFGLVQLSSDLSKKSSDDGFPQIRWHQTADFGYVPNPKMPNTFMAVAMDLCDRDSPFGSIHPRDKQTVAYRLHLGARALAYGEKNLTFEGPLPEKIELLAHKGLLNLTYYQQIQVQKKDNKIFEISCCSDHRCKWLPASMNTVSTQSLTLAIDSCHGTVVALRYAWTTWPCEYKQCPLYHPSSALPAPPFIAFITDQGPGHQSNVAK
PLC-beta3 inh: PLC-beta3 (human) inhibition, primary screen | AID 720704 | Purified PLC-beta3, fluorogenic substrate, fluorescence | inhibition, % at 12.2 µM | Q01970 | 370,000 compounds, 0.18% hits; in the data active = inhibition above about 11%;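 also: 0% = median of compound wells on plate and 100% = full blocker control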
An asterisk follows results filed as active; · = not tested or not shown. This is a random part of the collection, and some 3.6% of all compounds hit somewhere here.

TDP2 inh | PLCg1 inh | ARFGAP1 inh | ADAM17 inh | ASAP1 GAP inh | DDE Tn7 FP inh | DDE Tn6 FP inh | ADAM10 inh | SIAE primary | PLC-beta3 inh | SMILES
-22 | 4 | 3 | 0 | 13 | -4 | -1 | 5 | -1 | -10 | C/C(=N\Nc1ccc([N+](=O)[O-])cc1)c1ccc(C#N)cc1
-5 | -14 | -6 | -4 | 2 | -2 | 10 | -6 | 2 | -13 | Cc1ccc(-c2[nH]nc3c2C(C)C(C#N)=C(N)O3)cc1 (stereo not given)
2 | -1 | 10 | -3 | 7 | 13 | -1 | 2 | 5 | -5 | c1ccc2[nH]c(CCCc3nc4ccccc4[nH]3)nc2c1
8 | 1 | -9 | -3 | -6 | 0 | -5 | 8 | 1 | -3 | Cc1ccc(S(=O)(=O)NCC2CCC(C(=O)NCc3ccccn3)CC2)cc1 (stereo not given)
1 | -31 | 8 | -24 | 8 | -1 | 0 | -76 | 4 | -46 | NS(=O)(=O)c1ccc(CCNc2nc(CN3CCCCC3)nc3sc4c(c23)CCC4)cc1
-2 | -1 | 3 | 7 | 5 | 0 | -7 | -6 | -7 | 8 | Cn1c(/C(C#N)=C(\O)CN2CCN(Cc3ccccc3)CC2)nc2ccccc21
-4 | -3 | 8 | -2 | -1 | -4 | -3 | 0 | 5 | 1 | COC(=O)c1ccc(CSc2nnnn2C)o1
-9 | -2 | 1 | -13 | -7 | -6 | -6 | -11 | -5 | -6 | Cc1ccc(/C=C(\C#N)C(=O)Nc2cccc(C)n2)cc1
-16 | 0 | 0 | -2 | 2 | -9 | 2 | -10 | -8 | 2 | O=C(OCn1nnc2ccccc2c1=O)c1ccc(O)cc1
-9 | -2 | 0 | -6 | 11 | 0 | -11 | 1 | 3 | -3 | O=C(Nc1cccc2cccnc12)c1ccccc1Cl
3 | -1 | 7 | -2 | 7 | 0 | -7 | -2 | -3 | -2 | NC(=O)c1cccc(-c2ccnc3c2CC(C(=O)NCc2cccc(Cl)c2)O3)c1 (stereo not given)
15 | -18 | 2 | -104 | -7 | -3 | 2 | -335 | 2 | -24 | CCN(CC)CCCN(Cc1cc2cc3c(cc2[nH]c1=O)OCO3)C(=S)NCc1ccco1
5 | -8 | 18 | -4 | 7 | -5 | -8 | -16 | -3 | -11 | CCOc1ccc(-c2nc(CSCC(=O)N3CCN(C(=O)c4ccco4)CC3)c(C)o2)cc1
3 | -177 | 2 | -17 | -2 | 25* | -4 | -31 | 12 | -193 | Cc1cc2nc3c(=O)n(C4CCCCC4)c(=O)[nH]c3nc2cc1N
1 | -4 | -10 | -6 | -4 | 5 | 11 | -10 | 4 | 0 | CC1(C)CC(=O)C(CC(=O)Nc2ccc(S(N)(=O)=O)cc2)=C(O)C1
4 | -64 | -4 | -82 | 1 | 6 | 0 | -226 | -1 | -92 | Cc1csc2nc(CN3CCN(CC(=O)N(C)C)CC3)cc(=O)n12
-3 | -76 | 6 | -3 | 8 | -1 | -6 | -32 | 37* | -95 | CC1(C)C/C(=N\NC(=S)Nc2ccccc2F)c2cc(O)ccc2O1
-1 | -2 | · | 0 | · | -2 | 4 | 6 | 0 | 1 | COC(=O)[C@]12C[C@H](CC(=O)NCc3ccc(OC)c(OC)c3)C(=O)N(CCc3ccc(OC)c(OC)c3)C1=C[C@H](C1CCCC1)O[C@@H]2C
-27 | 0 | 0 | -5 | -2 | -1 | -4 | -23 | -7 | -3 | CCCCn1c(N)c(NCc2ccccc2)c(=O)[nH]c1=O
18 | 6 | 6 | -3 | -2 | -2 | -8 | 3 | 2 | -4 | COc1ccc(C(=O)c2cn[nH]c2-c2cc(C)ccc2O)cc1

Profiles as entered above. Order of screens: TDP2 inh, PLCg1 inh, ARFGAP1 inh, ADAM17 inh, ASAP1 GAP inh, DDE Tn7 FP inh, DDE Tn6 FP inh, ADAM10 inh, SIAE primary, PLC-beta3 inh
Results for Cc1cc2nc3c(=O)n(C4CCCCC4)c(=O)[nH]c3nc2cc1N = 3, -177, 2, -17, -2, 25*, -4, -31, 12, -193
Results for Cc1ccc(/C=C(\C#N)C(=O)Nc2cccc(C)n2)cc1 = -9, -2, 1, -13, -7, -6, -6, -11, -5, -6

Next part.
TDP2 inh | PLCg1 inh | ARFGAP1 inh | ADAM17 inh | ASAP1 GAP inh | DDE Tn7 FP inh | DDE Tn6 FP inh | ADAM10 inh | SIAE primary | PLC-beta3 inh | SMILES
0 | 0 | 3 | 1 | 4 | -1 | 9 | 0 | -5 | 1 | CNC(=O)COC(=O)c1cccnc1SC
0 | -16 | -4 | -6 | -6 | -1 | 3 | -18 | 3 | -21 | CN(C)C(CNC(=O)CCOc1ccccc1)c1ccco1 (stereo not given)
1 | 4 | -2 | -4 | -21 | 3 | 7 | -11 | -1 | -8 | Cc1ccc(NC(=O)NCC2CCN(Cc3cc(C)ccc3Cl)CC2)c(C)c1
-4 | -1 | -8 | -3 | -10 | 8 | 3 | 3 | 6 | -1 | Cc1cc(C=O)c(C)n1-c1cc(C(F)(F)F)ccc1N1CCOCC1
5 | 0 | 0 | -4 | 6 | 5 | -5 | -3 | 1 | -7 | O=C(NCc1ccccc1Cl)C1CCN(c2ncnc3c2nc2n3CCCCC2)CC1
9 | -2 | -4 | 1 | -6 | -4 | -6 | -1 | 8 | -5 | COc1cccc(-c2cc(C(=O)NCCCN3CCOCC3)no2)c1
-4 | 2 | -7 | 0 | 4 | -16 | -3 | -4 | 6 | 3 | CCCCN1CC(N2CCN(CCO)CC2)CS1(=O)=O (stereo not given)
-22 | 4 | 6 | -6 | 2 | -2 | -6 | -1 | -4 | -12 | CC(=O)c1ccccc1NC(=O)COC(=O)C1=NN(c2ccccc2)C(=O)CC1
10 | -2 | 3 | -4 | -1 | 3 | 2 | 5 | 2 | 3 | COc1ccccc1CNC(=O)C1CCC1
3 | 0 | -1 | -3 | -12 | -3 | 14 | -4 | -4 | -7 | COc1ccc(CNC(=O)CN2C(=O)COc3ccc(S(=O)(=O)NC4CCCC4)cc32)cc1
-10 | -1 | 11 | 4 | 8 | 0 | -10 | -10 | 4 | -1 | CCCCn1nnnc1C(c1ccccc1)N1CCN(c2ncccc2C(F)(F)F)CC1 (stereo not given)
1 | -1 | 3 | -3 | -4 | 5 | -3 | 2 | -1 | -3 | O=C(Nc1cccc(Cl)c1)Nc1nccs1
9 | -2 | -3 | -6 | -9 | 7 | 12 | 0 | 11 | -8 | CCCNC(=O)COC(=O)/C(C#N)=C/c1cc(C)n(CCC)c1C
7 | 2 | 5 | 3 | 6 | 8 | 1 | 14 | -17 | 2 | Cc1cccc([C@@H]2[C@@H]3C(=O)N(Cc4ccccc4)C(=O)[C@@H]3[C@]3(Cc4ccc(Cl)cc4)C(=O)N(c4ccc(Br)cc4)C(=O)N23)c1
2 | 1 | 6 | -2 | 8 | 1 | 4 | -8 | 7 | -7 | CN(C(=O)c1ccc(F)cc1)c1ccccc1C(=O)NCc1ccccc1
9 | 2 | -9 | -5 | 0 | 6 | 2 | -15 | -6 | 2 | O=C(C[C@@H]1CC[C@@H]2[C@H](COC[C@H](O)CN2S(=O)(=O)c2ccccc2)O1)Nc1ccccc1
3 | 5 | -3 | 0 | 2 | 4 | 0 | 3 | 1 | 1 | CC1CC(C)CN(C(=O)C2CCCN(S(=O)(=O)c3cccc4nonc34)C2)C1 (stereo not given)
11 | 0 | -17 | -1 | -9 | 2 | -2 | -9 | 1 | -5 | O=C(NCCNC(=O)c1cnccn1)c1cccc(Cl)c1
2 | 3 | 6 | -2 | -10 | -4 | -8 | -3 | 2 | 3 | CCOC(=O)N(C)C[C@H]1OCc2cn(nn2)CCCC(=O)N([C@H](C)CO)C[C@@H]1C
4 | -30 | 0 | -60 | -9 | 3 | 8 | -194 | -22 | -55 | Cc1ccc(C)c(NC(=O)CSc2nc3nc(-c4cccs4)cc(C(F)(F)F)c3c(=O)[nH]2)c1
7 | 2 | -5 | 1 | -12 | -9 | -9 | 2 | 2 | -5 | CC(=O)c1cccc(CN2CCC(C(=O)Nc3cccc(-c4ccn[nH]4)c3)CC2)c1
12 | 3 | 9 | 1 | -5 | 1 | -6 | 3 | -1 | 2 | Cc1cc(NS(=O)(=O)c2ccc(NC(=O)CSc3nc4sc(C(=O)O)c(C)c4c(=O)[nH]3)cc2)no1
5 | 3 | -4 | -3 | 5 | -3 | 10 | -6 | -9 | 1 | Cc1c(C(=O)Nc2ccc(S(=O)(=O)NCC3CCCO3)cc2)cccc1[N+](=O)[O-] (stereo not given)
-3 | 1 | 0 | 1 | -4 | 6 | 0 | -3 | 7 | 1 | CC(Sc1nc2cc([N+](=O)[O-])ccc2n1-c1ccc(F)cc1)C(=O)NCc1ccc2c(c1)OCO2 (stereo not given)
5 | 3 | 3 | -6 | -13 | 0 | 1 | -3 | 4 | -1 | Cc1ccc(OCCC(=O)OCC(=O)NCCNC(=O)COC(=O)CCOc2ccc(C)cc2)cc1
1 | -1 | -6 | -7 | 12 | 1 | -1 | -10 | 0 | -5 | CCOc1cc(S(=O)(=O)NCCc2ccc(OC)c(OC)c2)c(OCC)cc1-n1cnnn1
7 | 8 | -5 | -3 | 0 | 0 | -3 | -9 | 6 | -7 | O=C(C1COc2ccccc2O1)N1CCN(S(=O)(=O)c2cc(F)ccc2F)CC1 (stereo not given)
2 | 3 | 3 | -1 | 0 | 2 | 3 | 8 | 6 | 1 | COc1ccc(N/N=C(C)/C(=N/O)C(=O)Nc2ccccc2)cc1
0 | -1 | -3 | -4 | -8 | 0 | 1 | -1 | 1 | 0 | CN(C(=O)COC(=O)c1ccc2c(c1)OCO2)C1CCS(=O)(=O)C1 (stereo not given)
-8 | 0 | 11 | 0 | 4 | -3 | -11 | -6 | 1 | -5 | CCc1noc(C)c1C(=O)Nc1cc(S(=O)(=O)N2CCOCC2)ccc1OC(C)C
4 | 0 | 8 | -1 | 2 | 8 | -2 | 1 | 4 | 2 | CC(C)N1CCN(Cc2cccn2-c2nccs2)CC1CCO (stereo not given)
10 | 1 | 7 | -3 | 1 | 1 | 5 | -7 | 1 | 3 | COCCNc1nc(NCc2ccc(C)cc2C)c2sccc2n1
8 | -1 | -9 | -3 | 0 | -3 | -6 | 2 | 0 | -4 | CCCOc1cccc(OCCSc2nc(C)cc(=O)[nH]2)c1
-8 | -11 | 10 | -9 | 3 | 2 | -2 | -28 | 0 | -14 | C#CCNC(=O)C1=C[C@H](c2ccc3c(c2)OCO3)[C@@H](CCCO)[C@H](OCC)O1
-9 | -2 | 2 | -2 | -9 | 6 | -3 | -7 | 6 | -13 | CCN(CC(=O)Nc1ccc2c(c1)OCCO2)C(=O)C(C)Oc1ccc(Cl)cc1 (stereo not given)
